# CFTR F508del cor: CFTR F508del correction in bronchial cells | CFBE cells, YFP halide quenching; stimulated with forskolin plus potentiator P3; % fluorescence drop versus neutral controls | activity (quench increase), % at 7.58 µM | actives 0.36% (n = 350,000);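 active = mean added fluorescence quench of at least 8% versus neutral control, with both replicates also reaching 8%; inconclusive = only one of the mean or replicate conditions met; inactive = mean below 8% and not both replicates reaching 8%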;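 note: cells transiently co-express mutant CFTR-F508del with the halide-sensitive YFP; corrector assay measuring rescue of mutant channel to the surface after 24 h compound exposure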
# FN deposit inh: fibronectin deposition inhibition; AH1F fibroblasts, Alexa488-fibronectin deposition fluorescence, overnight; inhibition, % at 12.6 µM; actives 0.086% (n = 350,000);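 active = mean inhibition across replicates of 30% or more, regardless of how many single replicates reach that level; inconclusive = mean under 30% yet at least half of replicates reach 30%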;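 note: positive control wells lacked labelled fibronectin entirely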
#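 material = AH1F fibroblast monolayer depositing Alexa488-labelled fibronectin into matrix | amount = 10000 AH1F cells/well | buffer or medium = DMEM plus 2% serum, read in PBS | incubation = 1 h cell adhesion before compound, then overnight fibronectin incubation | detection = fluorescence at 485 nm excitation, 525 nm emission | evaluation = percent inhibition as loss of matrix-bound fibronectin fluorescence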
# PAX8 reporter: inhibitors of PAX8 transcriptional activity in RMG-I cells | RMG-I TPO-luciferase reporter, SteadyGlo, 24 h | inhibition, % at 12.6 µM | actives 1.2% (n = 360,000);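 active = mean replicate inhibition at least 60% with every replicate also reaching 60%; inconclusive = only one of the two criteria is met; inactive = mean below 60% and not all replicates reaching 60%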;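 note: luciferase light reporting Pax8 driven TPO promoter activity; plate controls were median of neutral control wells for no effect and mitoxantrone controls for full effect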
# miR-122 sensor: blocks miR-122 activity in Huh7 sensor cells; AID 602342; Huh7 miR-122 Renilla luciferase sensor, 48 h; neutral wells = 0, positive control = 100; actives 0.3% (n = 340,000); activation (reporter increase), % at 12.5 µM;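 active = mean replicate activation score at least 90 and every replicate individually at or above 90; inconclusive = only one of the two criteria met; inactive = neither criterion met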;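 note: higher luciferase means less miR-122 activity so hits act as miR-122 inhibitors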
# GSIS activator: GLuc luminescence reporter in INS-1E cells, primary screen for activators of glucose-dependent secretion of insulin | INS-1E GLuc reporter insulin secretion, 2-3 h | activation, % at 16.6 µM | actives 0.61% (n = 370,000);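 active = lowest replicate activation of at least 40%, so every replicate reaches that level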;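 note: 0% = median of neutral control wells and 100% = median of IBMX positive control wells; some compounds called inactive have numbers as strong as hits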
# DENV2 CPE: protects cells from dengue virus 2 cytopathic effect | DENV2-infected cells, cytopathic effect rescue, plate reader | CPE inhibition, % at 9.99 µM | actives 1.7% (n = 350,000); in the data active = CPE inhibition above about 20%, passing the limit was not always enough; inconclusive = no clear call, values can overlap the other calls; tested in BHK-21 cells;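 note: 0% = median of neutral control wells and 100% = median of positive control wells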
# EWS-Fli inh: blocks EWS/Fli oncoprotein-driven transcription | A673 NR0B1-luciferase reporter, viability-normalised | inhibition, % at 12.6 µM | actives 0.67% (n = 350,000) | AID 651661;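 active = mean inhibition of at least 50% after viability correction, with every replicate also passing that limit; inconclusive = mean reaches 50% but only one of two replicates passes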;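 note: firefly luciferase signal divided by Alamar Blue viability fluorescence both relative to DMSO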
# * = called active by the depositor; ? = inconclusive; nt = not tested or not shown; [ ] = dose if it differs, or a comment. Rows are unselected; 3.9% or so of the library scored in one or more.
SMILES,CFTR F508del cor,FN deposit inh,PAX8 reporter,miR-122 sensor,GSIS activator,DENV2 CPE,EWS-Fli inh
COc1ccc(NC(=O)Nc2ccc3c(c2)C(=O)N([C@H](C)CO)C[C@@H](C)[C@@H](CN(C)C(=O)Nc2ccccc2)O3)cc1,-1.1,nt,nt,-4[16.7 µM],-1,-10,-16
Cc1ccc(NC(=O)CCC(=O)N/N=C/c2ccccc2O)cc1,3.9,6,6,-5,0,-2,19
CN(C)CCCN(C(=O)c1ccc(S(=O)(=O)N2CCc3ccccc3C2)cc1)c1nc2c(F)cccc2s1,3.6,13,-2,nt,-19,-1,18
COc1ccc(/C=N/N=C2/SCC(=O)N2Cc2ccccc2)cc1,0.7,0,-188,nt,nt,3,-158
O=c1c(/C=N\NS(=O)(=O)c2ccccc2)coc2ccc(Cl)cc12,5.9,2,nt,2,15,-5,nt
O=C(CNC(=O)c1ccc(Br)o1)NNC(=O)c1cccc(Cl)c1,-2.8,nt,-1,-4,5,3,3
O=C(c1cccs1)N1C[C@@H](O)[C@H](n2cc(C3CC3)nn2)C[C@@H]1c1ccccc1,-0.4,6,2,1,6,17,-8
Cc1ccc(-n2nnnc2CN2CCCCC2)cc1,0.8,-3,25,nt,9,-1,5
CN1C(=O)c2cc(NC(=O)c3ccc(F)cc3)ccc2OC[C@@H]2O[C@@H](CC(=O)NCC3CCCCC3)CC[C@H]21,-2.1,-3,-18,0[16.7 µM],-25,3,8
Cc1ccc(S(=O)(=O)N2CN(CC3CCCO3)c3nc4ccccc4nc32)cc1 (configuration not stated),3.1,7,-9,nt,4,-4,-2
CC(OC(=O)c1cccc(-n2cnnn2)c1)C(=O)NC1(C#N)CCCCC1 (configuration not stated),2.7,5,-106,nt,2,7,3
CS(=O)(=O)Nc1ccccc1-c1ccc2nccn2c1,-0.7,-1,8,3,2,-9,2
CCNC(=O)NC(=O)C(C)OC(=O)C1CCN(S(=O)(=O)c2ccccc2F)CC1 (configuration not stated),nt,7,32,nt,23,nt,nt
O=C(O)CC(SCC(=O)NC1CCCc2ccccc21)C(=O)O (configuration not stated),-2.3,2,10,nt,-1,-4,-2
S=C(NCc1ccco1)Nc1ccccc1Cl,-1.8,-2,-11,4,-1,4,-9
O=C1CN(S(=O)(=O)Cc2ccccc2)C[C@@H]2[C@@H](c3ccc(C#Cc4ccccc4)cc3)[C@H](CO)N12,6.9,-1,nt,nt,-7,6,-1
O=C(NCc1ccccn1)Nc1cccc([N+](=O)[O-])c1,3.4,-3,-2,-4,5,0,nt
Cc1nn2c(NCCN(C)C)c3c(nc2c1-c1ccccc1)CCCC3,-7.4,-1,-5,-1,nt,-12,24
COc1ccc(NC(=O)N(C)C[C@@H]2OCCCC[C@@H](C)Oc3ccc(NC(=O)NC4CCCCC4)cc3C(=O)N([C@@H](C)CO)C[C@H]2C)cc1,2.2,2,6,-3[16.7 µM],5,4,8
O=C(NCCCO)/C(=C\c1ccco1)NC(=O)c1ccco1,-0.4,-4,-29,2,16,-1,7
COc1ccc(S(=O)(=O)N(C)C)cc1NC(=O)CSc1nnc(-c2cccnc2)o1,1.8,nt,4,-7,7,5,3
CCCC(=O)N1CCC2(CC1)CN(C(=O)COC)[C@@H](CO)c1c2c2ccc(OC)cc2n1C,1.0,nt,nt,nt,-6,-1,3
Cc1cccc(-c2ccc(C3[C@@H]4CN(C(=O)Cc5ccncc5)C[C@H]3N4)cc2)c1 (some centres not stated),1.7,0,-2,nt,54,-5,-2
O=C(COC(=O)CCCCCN=C1NS(=O)(=O)c2ccccc21)Nc1ccc(Cl)c(Cl)c1,-3.2,-1,11,nt,-3,-5,20
COc1ccc(C(C)=NNS(=O)(=O)c2ccc(C)cc2)cc1OC,2.4,7,-10,10,-4,-4,2

# Additional results:
SMILES,CFTR F508del cor,FN deposit inh,PAX8 reporter,miR-122 sensor,GSIS activator,DENV2 CPE,EWS-Fli inh
COc1ccc(NC(=O)Cc2nnc(SCC(=O)c3ccc(F)cc3)n2C)cc1,-0.6,1,4,-1,5,-5,-4
C[C@H]1CN([C@@H](C)CO)C(=O)c2cc(N(C)C)ccc2O[C@@H]1CN(C)C(=O)Nc1ccc2c(c1)OCO2,0.8,nt,-16,8[16.7 µM],-4,-2,-3
COc1cccc(C(=O)Nc2ccc3c(c2)C(=O)N(C)C[C@H](OC)[C@@H](C)CN(C(C)=O)[C@H](C)CO3)c1,-0.1,-3,-2,nt,2,64*,0
COc1cc(OC)c2c(-c3ccccc3)cc(=O)oc2c1C(CC(=O)N1CCOCC1)c1ccc(N(C)C)cc1 (configuration not stated),-1.1,-1,-5,16,nt,2,1
O=C(Nc1nnc(-c2ccco2)o1)c1cccc(Cl)c1,1.4,nt,-4,nt,10,2,-1
Cc1ccn2cc(-c3ccc(Br)cc3)nc2c1,-1.3,3,1,-2,42,-3,62*
Cc1cccc(NC2(C(=O)O)CCCC2)c1,nt,-4,6,23,nt,8,-9
c1ccc2c(c1)CCCc1cc(NCCN3CCOCC3)nnc1-2,2.0,-3,-7,-3,-4,2,-6
CCn1cc(SCC(=O)N2CCOCC2)c2ccccc21,1.3,5,-116,1,12,7,-62
O=C(c1ccc2c(c1)OCO2)N1C[C@@H]2[C@H](c3ccccc31)[C@H](CO)N2Cc1ccccc1Cl,-1.6,nt,19,12[16.7 µM],-17,-5,6
C[C@H]1CCCCO[C@H](CN(C)C(=O)CCC(F)(F)F)[C@@H](C)CN([C@@H](C)CO)C(=O)c2cc(N(C)C)ccc2O1,-1.3,nt,9,-4[16.7 µM],2,-9,-13
C[C@@H]1CN([C@@H](C)CO)S(=O)(=O)c2ccc(C#CC3CC3)cc2O[C@@H]1CN(C)C(=O)C1CCCCC1,-1.6,2,nt,-24[16.7 µM],-21,nt,1
CCOC(=O)c1c(C)[nH]c(C)c1S(=O)(=O)NCCc1cccs1,-1.9,-11,-11,48,-23,0,2
Oc1ccc(Nc2nc(-c3ccccc3F)nc3ccccc23)cc1,0.8,4,4,-3,-7,-8,29
Cc1noc(C)c1S(=O)(=O)Nc1ccc2c(c1)C(=O)N([C@H](C)CO)C[C@H](C)[C@H](CN(C)Cc1ccc(C(=O)Nc3ccccc3N)cc1)OCCCC[C@@H](C)O2,-2.4,nt,18,nt,-1,-2,nt
CCCN(CC(=O)Nc1cccc(Br)c1)CC(=O)Nc1ccc(F)c(F)c1F,nt,6,4,-3,-37,nt,nt
Cc1cc(NC(=O)CN2C(=O)c3ccccc3C2=O)no1,0.4,1,16,nt,1,4,5
COc1ccc(CCNC(=O)CSc2nn3c(=O)c(C)nnc3s2)cc1OC,-0.2,nt,6,nt,-2,-7,-3
COc1ccccc1N(CC(=O)NCCc1ccccc1)C(=O)CCC(=O)Nc1nccs1,1.1,2,9,nt,3,-2,6
COc1ccccc1NC(=O)N1CCCCN2[C@@H](CO)[C@@H](c3ccc(-c4cccc(C#N)c4)cc3)[C@@H]2C1,-0.2,4,34,-4[16.7 µM],-16,-25,1
COc1ccc(OC)c(NC(=O)C2CCCN(S(=O)(=O)c3c(C)nn(C)c3C)C2)c1 (configuration not stated),-0.4,12,10,nt,-3,5,-6
Cc1cccc(CC2CC(=O)N(c3ccc(C)cc3Br)C2=O)c1 (configuration not stated),0.1,-2,11,nt,-27,-2,7
C[C@H](CO)N1C[C@H](C)[C@@H](CN(C)C(=O)Nc2ccccc2)OCCCC[C@H](C)Oc2ccc(NS(=O)(=O)c3cn(C)cn3)cc2C1=O,-2.2,-1,-18,4[16.7 µM],13,-11,-11
Cc1ccc(C)c(NC(=O)c2cc(-c3ccccc3)nn2-c2ccccc2)c1,nt,-2,22,-3,-29,nt,nt
CC1(C(=O)Nc2ccc3c(c2)OCCO3)CCN1C(=O)C/C=C/c1ccccc1 (configuration not stated),0.3,-5,22,-4,-5,-4,-3

# Eleven structures out of the list, arranged by molecular weight, smallest number first:
SMILES,CFTR F508del cor,FN deposit inh,PAX8 reporter,miR-122 sensor,GSIS activator,DENV2 CPE,EWS-Fli inh
Cc1cccc(NC2(C(=O)O)CCCC2)c1,nt,-4,6,23,nt,8,-9
S=C(NCc1ccco1)Nc1ccccc1Cl,-1.8,-2,-11,4,-1,4,-9
Cc1cc(NC(=O)CN2C(=O)c3ccccc3C2=O)no1,0.4,1,16,nt,1,4,5
Cc1ccn2cc(-c3ccc(Br)cc3)nc2c1,-1.3,3,1,-2,42,-3,62*
O=C(Nc1nnc(-c2ccco2)o1)c1cccc(Cl)c1,1.4,nt,-4,nt,10,2,-1
O=C(O)CC(SCC(=O)NC1CCCc2ccccc21)C(=O)O (configuration not stated),-2.3,2,10,nt,-1,-4,-2
COc1ccc(/C=N/N=C2/SCC(=O)N2Cc2ccccc2)cc1,0.7,0,-188,nt,nt,3,-158
CCCN(CC(=O)Nc1cccc(Br)c1)CC(=O)Nc1ccc(F)c(F)c1F,nt,6,4,-3,-37,nt,nt
O=C1CN(S(=O)(=O)Cc2ccccc2)C[C@@H]2[C@@H](c3ccc(C#Cc4ccccc4)cc3)[C@H](CO)N12,6.9,-1,nt,nt,-7,6,-1
C[C@H]1CN([C@@H](C)CO)C(=O)c2cc(N(C)C)ccc2O[C@@H]1CN(C)C(=O)Nc1ccc2c(c1)OCO2,0.8,nt,-16,8[16.7 µM],-4,-2,-3
C[C@H](CO)N1C[C@H](C)[C@@H](CN(C)C(=O)Nc2ccccc2)OCCCC[C@H](C)Oc2ccc(NS(=O)(=O)c3cn(C)cn3)cc2C1=O,-2.2,-1,-18,4[16.7 µM],13,-11,-11

# The listing continues.
SMILES,CFTR F508del cor,FN deposit inh,PAX8 reporter,miR-122 sensor,GSIS activator,DENV2 CPE,EWS-Fli inh
CCNC(=O)OC[C@H]1O[C@H](C#Cc2ccc(C(C)(C)C)cc2)C=C[C@H]1OC(C)=O,-1.6,-7,-118,nt,nt,-13,21
CNC[C@H]1Oc2ccc(NC(=O)Nc3ccc4c(c3)OCO4)cc2CC(=O)N([C@H](C)CO)C[C@H]1C,-2.7,-3,2,-6[16.7 µM],14,?,-6
CCCCN(C(=O)Cn1nnc2ccccc21)C(C(=O)NCCOC)c1ccc(OC)cc1 (configuration not stated),nt,-3,10,0,nt,nt,nt
Cn1c(C(=O)c2ccncc2)cc2ccccc21,3.0,10,-12,-12,-6,-5,13
O=C1CN(S(=O)(=O)Cc2ccccc2)C[C@H]2[C@H](c3ccc(C#Cc4ccccc4)cc3)[C@H](CO)N12,1.4,7,nt,nt,-6,-7,-12
COc1ccc(-c2noc(CNS(=O)(=O)c3ccccc3)n2)cc1,-1.5,3,-25,nt,5,-4,nt
Cc1cccc(-n2nnnc2SCC(=O)NCC2(N3CCOCC3)CCCCC2)c1C,3.4,2,5,nt,-9,5,0
COC(=O)C1=C(C)N(Cc2ccc(C(F)(F)F)cc2)C(=NCc2ccccc2C(F)(F)F)NC1c1ccccc1 (configuration not stated),4.4,1,10,nt,29,-5,35
Cc1cc2nnc(SCC(=O)N3CCN(c4ccccc4)CC3)n2c(N)n1,nt,0,14,-4,nt,nt,nt
O=C(NC1CCSc2ccccc21)c1cc(S(=O)(=O)N2CCOCC2)ccc1Cl (configuration not stated),-1.5,5,11,24,-6,-4,-9
C[C@@H]1CN([C@@H](C)CO)C(=O)c2cc(NS(=O)(=O)c3ccc(F)cc3)ccc2O[C@@H]1CN(C)Cc1ccc2c(c1)OCO2,0.8,-7,-15,8[16.7 µM],-1,0,3
COc1cc(/C=C/C(=O)O)cc(S(=O)(=O)Nc2ccccc2C(=O)NCCc2ccccc2)c1OC,-3.0,14,-4,10,-5,-2,-11
